# Furin inh – blocks human furin protease activity. inhibition, % at 30 µM. purified furin, fluorogenic substrate cleavage. hit rate 0.061% among 220,000. P09958; in the data active = inhibition above about 25%; also: inactives centre near -15
# BaF3 tox – counter-screen for JAK2V617F inhibitors: parental Ba/F3 viability inhibitors. CellTiter-Glo ATP luminescence. inhibition, % at 5.6 µM. hit rate 1.1% among 220,000. AID 1486;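 active = inhibition above a per-campaign cutoff, the mean inhibition of all tested compounds plus 3 SD, cut at about 27% in these data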;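 also: 0% = DMSO wells and 100% = JAK Inhibitor I control wells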
# p97 ATPase inh – blocks human p97 ATPase activity; P55072; recombinant p97 ATPase, Kinase-Glo ATP luminescence, 3 h; inhibition, % at 8 µM; hit rate 0.42% among 220,000; AID 1481; in the data active = inhibition above about 15%;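 also: 0% = DMSO vehicle and 100% = wells lacking enzyme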
# NCF1 inh – inhibitors of human p47phox binding; P14598; p47phox/p22phox peptide binding, fluorescence polarization, 2 h; inhibition, % at 24.7 µM; hit rate 0.53% among 220,000; AID 1274;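 active = inhibition above about 30%, limit read from the data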;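 also: 0% = p47phox with labelled peptide and 100% = labelled peptide alone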
# Target sequence (P14598 whole entry, looked up): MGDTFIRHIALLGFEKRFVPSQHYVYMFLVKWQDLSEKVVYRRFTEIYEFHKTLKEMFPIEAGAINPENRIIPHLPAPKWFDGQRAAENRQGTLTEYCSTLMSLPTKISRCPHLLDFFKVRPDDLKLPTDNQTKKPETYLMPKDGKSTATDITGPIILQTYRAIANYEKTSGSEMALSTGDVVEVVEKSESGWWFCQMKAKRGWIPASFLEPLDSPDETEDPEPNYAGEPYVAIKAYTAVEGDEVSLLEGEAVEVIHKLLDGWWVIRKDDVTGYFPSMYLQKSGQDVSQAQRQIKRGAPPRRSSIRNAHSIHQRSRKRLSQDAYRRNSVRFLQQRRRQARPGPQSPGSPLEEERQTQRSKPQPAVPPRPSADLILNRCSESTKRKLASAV
# Ba/F3 V617F tox – reduce viability of Ba/F3 cells dependent on JAK2V617F. Ba/F3 EpoR-JAK2V617F viability, ATP luminescence. inhibition, % at 5.6 µM. hit rate 1.1% among 220,000. AID 1446;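 active = inhibition above the campaign mean plus 3 SD over all tested compounds, cut at about 24% in these data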;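 also: cytokine-independent growth of Ba/F3 cells driven by EpoR plus mutant JAK2; 0% = DMSO-treated cells and 100% = JAK inhibitor I control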
# EP2 antag – blocks the human prostaglandin E2 receptor EP2; P43116; C6 glioma cells expressing human EP2, cAMP TR-FRET; cells stimulated with saturating PGE2; inhibition, % at 25 µM; hit rate 0.52% among 260,000; AID 1422;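 active = percent inhibition above 40 after rounding to a whole number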;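 also: rat C6 glioma host cells with rolipram phosphodiesterase inhibitor present; the protocol text gives 20 µM as final concentration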
# Target sequence (P43116 whole entry, looked up): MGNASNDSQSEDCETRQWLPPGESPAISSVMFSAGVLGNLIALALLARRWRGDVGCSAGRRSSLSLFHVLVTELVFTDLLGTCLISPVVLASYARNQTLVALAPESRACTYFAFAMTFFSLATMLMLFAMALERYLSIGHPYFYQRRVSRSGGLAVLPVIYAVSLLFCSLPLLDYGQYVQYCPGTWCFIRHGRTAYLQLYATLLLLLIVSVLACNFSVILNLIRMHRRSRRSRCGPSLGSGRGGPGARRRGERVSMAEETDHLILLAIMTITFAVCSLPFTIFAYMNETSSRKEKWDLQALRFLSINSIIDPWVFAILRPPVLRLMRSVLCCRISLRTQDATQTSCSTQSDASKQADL
# TbHK1 inh – blocks Trypanosoma brucei hexokinase 1 activity; recombinant TbHK1, G6PDH-coupled NADH A340; inhibition, % at 10 µM; hit rate 0.11% among 220,000; AID 1430;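 active = inhibition of 50% or more in the single-dose primary screen; inactive = inhibition below 50%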
# PPC-1+TRAIL kill – PPC-1 cancer cell killing with TRAIL present; hit rate 0.41% among 220,000; cell killing (% activity), % at 4 µM; PPC-1 cells + TRAIL, ATPLite viability luminescence;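 active = cell killing above 50% in the first pass at 4 µM, then a duplicate retest at 5 µM averaging 50% or more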;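 also: plate controls were cells with TRAIL plus DMSO for no effect and medium-only wells lacking cells for full effect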
# RBBP9 inhibitor – blocks human serine hydrolase RBBP9. inhibition, % at 7.94 µM. O75884. recombinant RBBP9, FP-Rh probe fluorescence polarization. hit rate 0.2% among 220,000;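 active = inhibition above the campaign mean of all tested compounds plus 3 SD, cut at about 14% in these data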;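 also: plate controls were DMSO wells with RBBP9 for no effect and wells lacking RBBP9 protein for full effect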
# Target sequence (O75884 whole entry, looked up): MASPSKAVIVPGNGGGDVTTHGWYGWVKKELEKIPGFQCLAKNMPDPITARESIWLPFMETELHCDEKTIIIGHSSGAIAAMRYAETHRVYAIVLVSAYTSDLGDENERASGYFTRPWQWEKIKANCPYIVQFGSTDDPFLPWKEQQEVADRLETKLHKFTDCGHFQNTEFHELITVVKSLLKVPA
#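 system = RBBP9 protein | input = RBBP9 at 2.5 µM in dispensed solution, before mixing | measured by = fluorescence polarization (mP), excitation 525 nm, emission 598 nm | incubation = enzyme-compound preincubation 30 min, then probe labeling 45 min, 25 °C | buffer or medium = Tris-NaCl-Pluronic buffer, pH 8.0 | compound = single dose 7.94 µM | also added = FP-Rh probe, 375 nM dispensing solution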
# The depositor's hits bear a star; . = not tested or not shown; & = joins results of further samples; [ ] = another dose, or the depositor's remark. Only part of the results is shown; rates above refer to the full screens.
# Screens in order: Furin inh	BaF3 tox	p97 ATPase inh	NCF1 inh	Ba/F3 V617F tox	EP2 antag	TbHK1 inh	PPC-1+TRAIL kill	RBBP9 inhibitor
1. Cc1ccc(S(=O)(=O)NC(N)=NCCc2ccccc2)cc1C
→ -19	1	5	-8	-5	4	4	11	-3
2. CCN(CC)C(=O)Cn1nnc(-c2ccc(S(C)(=O)=O)cc2)n1
→ -12	4	-1	-1	3	6	5	0	-10
3. CSc1ccc(/C=C/C(=O)NC(=O)c2ccccc2O)cc1
→ -3	7	9	4	-2	9	-38	60*[5 µM]	2
4. Clc1nc2ccccc2nc1-c1ccccc1
→ -27	-2	5	-3	-4	6	-9	8	2
5. COc1cccc(-c2nc3ccc(O)cc3c(=O)o2)c1
→ -8	4	7	-11	-1	7	-10	12	-7
6. Cc1cc(NC(c2cccnc2)c2ccc3cccnc3c2O)no1 (stereo unspecified)
→ -19	-1	3	-6	1	15	-1	4	-4
7. COc1ccc(C(=O)NC(=S)Nc2ccc(N3CCCC3)cc2)cc1
→ -10	8	-5	-3	5	6	0	18	-4
8. CC(C)N1CC23C=CC(O2)C(C(=O)OCc2ccccc2)C3C1=O (stereo unspecified)
→ -15	1	4	-2	-4	8	-12	.	-1
9. CCOC(=O)C1(CCOc2ccccc2)CCN(Cc2cccn2-c2ncccn2)CC1
→ -26	5	-2	1	0	5	9	-4	-9
10. COc1ccc(C(CCc2ccc(C)o2)NC(=O)Nc2ccc(OC)cc2OC)cc1 (stereo unspecified)
→ -10	2	5	-2	-6	8	4	9	-18
11. CCC1=NN(C(=O)c2cccnc2)C(O)(C(F)(F)F)C1 (stereo unspecified)
→ -12	3	2	-1	-1	3	25	9	-2
12. c1cc(C2CCCCC2)ccc1Oc1nc(N2CCOCC2)nc(N2CCOCC2)n1
→ -9	3	-4	10	3	12	17	13	-1
13. COC(=O)c1ccccc1NC(=O)NCc1ccc2c(c1)OCO2
→ -25[20 µM]	2	1	-1	-1	10	1	-16	-6
14. Cc1ccccc1N=Nc1c(C)[nH]n(C(N)=S)c1=O
→ 4	1	4	0	-4	5	21	8	5
15. CC(C)CCOc1ccc(/C=C2\CCn3c2nc2cc(C(=O)O)ccc2c3=O)cc1
→ -12	-3	2	-7	-1	12	-9	-2	1

# Nos. 5 to 6, reprinted for reference:
# Screens in order: Furin inh	BaF3 tox	p97 ATPase inh	NCF1 inh	Ba/F3 V617F tox	EP2 antag	TbHK1 inh	PPC-1+TRAIL kill	RBBP9 inhibitor
5. COc1cccc(-c2nc3ccc(O)cc3c(=O)o2)c1
→ -8	4	7	-11	-1	7	-10	12	-7
6. Cc1cc(NC(c2cccnc2)c2ccc3cccnc3c2O)no1 (stereo unspecified)
→ -19	-1	3	-6	1	15	-1	4	-4

# (more compounds)
# Screens in order: Furin inh	BaF3 tox	p97 ATPase inh	NCF1 inh	Ba/F3 V617F tox	EP2 antag	TbHK1 inh	PPC-1+TRAIL kill	RBBP9 inhibitor
16. COCCCNC(=O)CSC1=Nc2ccccc2C2=NC(c3ccccc3)C(=O)N12 (stereo unspecified)
→ -31	2	1	1	0	8	-5	2	-8
17. CCCC(=O)Nc1cc(=O)n(C)c(=O)n1C
→ -26	0	-7	60*	0	8	-5	11	-3
18. Cc1ccccc1-n1c(Cn2c(=O)sc3ccccc32)nnc1SCC(=O)N1CCOCC1
→ -22	-1	-4	3	-5	9	-11	8	-5
19. CC(C)N1C(=S)N(Cc2ccco2)C(=O)C1CC(=O)Nc1ccccc1 (stereo unspecified)
→ -29	7	4	-18	-1	4	-2	4	-7
20. Cc1cc(-c2ccc([N+](=O)[O-])cc2)nc2ccccc12
→ -6	3	3	-7	-1	12	-16	30	-2
21. Cc1ccc(C(=O)O/N=C2\CCS(=O)(=O)c3sccc32)cc1
→ -16	11	1	-6	3	15	3	10	-5
22. Cc1ccc(NC(=O)c2cc(C)nn2-c2ccccc2)cc1
→ -13	2	-2	-12	-4	14	0	11	-2
23. COc1ccc(CNc2ccc(S(N)(=O)=O)cc2)c(OC)c1OC
→ -6	5	5	-7	0	8	-10	11	1
24. COC(CNC(=O)CNC(=S)N(Cc1ccccc1)Cc1cccs1)OC
→ -12	-2	1	-7	-1	6	-5	46	-3
25. COc1ccc(Cl)cc1S(=O)(=O)N1CCN(C(=O)COc2ccccc2)CC1
→ -12[20 µM]	2	-4	-7	1	9	-8	6	9
26. CC(C)NC(=O)CC(=O)N/N=C\c1ccccc1C(=O)O
→ -31	6	3	-1	-2	7	-3	.	-6
27. CCOC(=O)c1cc(CC)sc1NC(=O)COc1ccc2c(C)cc(=O)oc2c1
→ -16	3	6	16	-3	4	4	4	0
28. O=C(Nc1ccc(Nc2ccccc2)cc1)C1CC1
→ -10[20 µM]	6	1	-4	1	8	-13	13	-5
29. CC(C)C(C(=O)NC1CCCCC1)N(CC1CCCO1)C(=O)CNS(=O)(=O)c1ccc(F)cc1 (stereo unspecified)
→ -18	2	-6	-4	3	21	-2	8	-6
30. CCC(CC)c1ncc[nH]1
→ -25	-4	4	-10	1	6	-3	8	-2

# (next part)
# Screens in order: Furin inh	BaF3 tox	p97 ATPase inh	NCF1 inh	Ba/F3 V617F tox	EP2 antag	TbHK1 inh	PPC-1+TRAIL kill	RBBP9 inhibitor
31. COc1ccc(C(=O)CSc2nn3c(=O)c(C(C)(C)C)nnc3s2)cc1
→ -17	-1	0	-11	1	19	-7	18	-2
32. CC(NS(=O)(=O)c1ccc2c(c1)OCCCO2)C(=O)O (stereo unspecified)
→ -19	8	-3	-8	2	6	3	23	-5
33. Cc1cc(NC(=O)c2ccc3c(c2)C(=O)N(CC(C)C)C3=O)no1
→ -23	-4	-3	5	-3	4	-4	-7	-4
34. CCCCn1c(CCn2nc(C)c(Br)c2C)n[nH]c1=S
→ -10[20 µM]	2	-4	-13	1	6	-13	-2	-5
35. CN(C(=O)c1cc2n(n1)C(C(F)(F)F)CC(c1ccco1)N2)c1ccc(OC(F)(F)F)cc1 (stereo unspecified)
→ -16	2	0	-21	0	6	2	9	-1
36. CC(C)CN(CC(C)C)S(=O)(=O)N1CCC(C(=O)NCc2ccc3c(c2)OCO3)CC1
→ -26	4	-3	2	8	4	3	7	-7
37. CCCCn1c(N)c(N(CCC(C)C)C(=O)COC(=O)c2ccco2)c(=O)[nH]c1=O
→ -21	6	8	-6	-3	4	-7	-4	2
38. CCOC(=O)N1CCN(C(=O)Cn2nc(C)c3sc4ccccc4c3c2=O)CC1
→ -21	5	-2	1	6	15	-8	21	-2
39. C=CC(=O)NC(NC(=O)C=C)c1ccccc1F
→ -26	-3	-1	-9	-1	11	3	-15	0
40. O=C(O)C1=C[C@@H](c2csc3ccccc23)C[C@@H](OCc2ccc(CO)cc2)O1
→ 4	-1	0	.	5	-1	-3	19	-6
41. O=C(Nc1ccc2c(c1)OCO2)c1ccc(N2CCCC2)c([N+](=O)[O-])c1
→ -12	8	3	1	4	5	-10	15	-8
42. CCc1cccc(CC)c1-n1c(SCC(=O)N2CCc3ccccc3C2)nnc1-c1cccnc1
→ -3	5	-1	-28	0	9	5	13	-3
43. COc1cccc(/C=N/Nc2cc(C)nc(-c3ccccc3O)n2)c1O
→ -11	3	7	-3	3	40*	-40	21	-28
44. COCCNC(=O)Cn1cnc2sc(C)c(S(=O)(=O)N3CCC(C)CC3)c2c1=O
→ -23	1	4	3	0	12	1	4	-1
45. COc1ccccc1NC(=O)CN1CCN(c2ccccc2F)CC1
→ -16	2	-1	-9	-3	27	-10	12	-4

# Further entries.
# Screens in order: Furin inh	BaF3 tox	p97 ATPase inh	NCF1 inh	Ba/F3 V617F tox	EP2 antag	TbHK1 inh	PPC-1+TRAIL kill	RBBP9 inhibitor
46. O=[N+]([O-])c1cccc(-c2nnc3ccccn23)c1
→ -13	0	-1	4	2	2	-7	5	-9
47. CN(C)c1ccc(/C=C2\CCC/C(=C\c3ccccc3)C2=O)cc1
→ -9	5	3	-74	-1	5	-5	6	-1
48. COc1ccc(Cl)cc1NC(=O)NCCCl
→ -23[20 µM]	4	-6	-2	6	9	5	-6	-15
49. CN1c2ccccc2-c2nc3ccccc3n2C1c1ccccn1 (stereo unspecified)
→ -25	0	4	-9	-3	18	-4	8	-9
50. COc1ccc2nc(NC(=O)CCn3cccc3)sc2c1
→ -10	5	1	-10	1	13	-1	13	-10
51. O=C(/C=C/c1ccc2c(c1)OCO2)NCc1ccco1
→ -28	3	8	-15	-4	4	-17	4	-3
52. COc1ccc(CCc2nc(-c3ccc(-n4cccc4)cc3)no2)cc1
→ -2	0	3	-6	-1	6	-6	10	-5
53. COc1cc(CNn2cnnc2)ccc1OCC(=O)NC1CCCCC1
→ 1[20 µM]	1	4	7	-2	10	6	0	1
54. CCc1nnc(NC(=O)C2(C)COC(c3ccc(OC)cc3)OC2)s1 (stereo unspecified)
→ -22	-2	4	8	-2	9	-4	11	5
55. CCC(C)(C)NC(=O)Cc1ccc(C)cc1
→ -16[20 µM]	2	-6	-3	2	-2	0	37	-12
56. Cc1ccc(S(=O)(=O)NCCC(=O)Nc2ccc3c(c2)OCO3)cc1
→ -15	5	-2	-6	3	11	3	-2	-9
57. CCOC(=O)c1ncn2c1C(=O)OC2(C)C
→ -16	9	5	-7	-1	13&1	2	17	-4
58. O=C(Cn1cc(C(F)(F)F)ccc1=O)N/N=C/c1ccc(O)cc1
→ -6	-5	-3	1	1	6	-22	-13	-4
59. Nc1nc(SCc2ccccc2Cl)ns1
→ -26[20 µM]	1	3	0	-2	11	6	-5	9
60. O=C(O)C1CCCCC1C(=O)Nc1ccccn1 (stereo unspecified)
→ 11[20 µM]	7	5	-11	-4	12	-3	-4	-3
61. O=c1cc(-c2ccccc2)[nH]c2ccc(F)cc12
→ -10	74*	5	-4	75*	10	-5	10	-2

# Grouped by structure: the entries above containing an aryl methoxy group (13)
# Screens in order: Furin inh	BaF3 tox	p97 ATPase inh	NCF1 inh	Ba/F3 V617F tox	EP2 antag	TbHK1 inh	PPC-1+TRAIL kill	RBBP9 inhibitor
5. COc1cccc(-c2nc3ccc(O)cc3c(=O)o2)c1
→ -8	4	7	-11	-1	7	-10	12	-7
7. COc1ccc(C(=O)NC(=S)Nc2ccc(N3CCCC3)cc2)cc1
→ -10	8	-5	-3	5	6	0	18	-4
10. COc1ccc(C(CCc2ccc(C)o2)NC(=O)Nc2ccc(OC)cc2OC)cc1 (stereo unspecified)
→ -10	2	5	-2	-6	8	4	9	-18
23. COc1ccc(CNc2ccc(S(N)(=O)=O)cc2)c(OC)c1OC
→ -6	5	5	-7	0	8	-10	11	1
25. COc1ccc(Cl)cc1S(=O)(=O)N1CCN(C(=O)COc2ccccc2)CC1
→ -12[20 µM]	2	-4	-7	1	9	-8	6	9
31. COc1ccc(C(=O)CSc2nn3c(=O)c(C(C)(C)C)nnc3s2)cc1
→ -17	-1	0	-11	1	19	-7	18	-2
43. COc1cccc(/C=N/Nc2cc(C)nc(-c3ccccc3O)n2)c1O
→ -11	3	7	-3	3	40*	-40	21	-28
45. COc1ccccc1NC(=O)CN1CCN(c2ccccc2F)CC1
→ -16	2	-1	-9	-3	27	-10	12	-4
48. COc1ccc(Cl)cc1NC(=O)NCCCl
→ -23[20 µM]	4	-6	-2	6	9	5	-6	-15
50. COc1ccc2nc(NC(=O)CCn3cccc3)sc2c1
→ -10	5	1	-10	1	13	-1	13	-10
52. COc1ccc(CCc2nc(-c3ccc(-n4cccc4)cc3)no2)cc1
→ -2	0	3	-6	-1	6	-6	10	-5
53. COc1cc(CNn2cnnc2)ccc1OCC(=O)NC1CCCCC1
→ 1[20 µM]	1	4	7	-2	10	6	0	1
54. CCc1nnc(NC(=O)C2(C)COC(c3ccc(OC)cc3)OC2)s1 (stereo unspecified)
→ -22	-2	4	8	-2	9	-4	11	5
